High-throughput results from PubChem.
EBV LMP1 NFkB – reduces LMP1-driven NF-kappaB luciferase signal. LMP1-induced NF-kappaB luciferase reporter cells, luminescence. actives 0.69% (n = 350,000). inhibition, % at 12.5 µM; in the data active = inhibition above about 41%; inconclusive = no clear call, values can overlap the other calls;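 also: 0% = neutral control wells and 100% = reference inhibitor control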
SRC2 inh – inhibits human steroid receptor coactivator 2 | Q15596 | HEK293 GAL4-SRC2 luciferase reporter, luminescence | inhibition, % at 9 µM | actives 0.17% (n = 370,000);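 active = inhibition above the mean inhibition of all tested compounds plus 3 SD, set per campaign, cut at about 52% in these data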;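 also: 0% = DMSO treated cells and 100% = cells given Gossypol at 36 µM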
NR2F2 inh – NR2F2 (human) inhibition, primary screen; actives 0.7% (n = 370,000); P24468; HEK293T NGFI-A luciferase reporter, luminescence; inhibition, % at 8.6 µM;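 active = inhibition above a per-plate cutoff, mean inhibition of test wells between control levels plus 3 SD, cut at about 38% in these data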;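 also: cells cotransfected with COUP-TFII expression vector driving the NGFI-A reporter; 0% = median of COUP-TF2 test wells and 100% = reporter-only cells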
Target sequence (P24468 whole entry, looked up): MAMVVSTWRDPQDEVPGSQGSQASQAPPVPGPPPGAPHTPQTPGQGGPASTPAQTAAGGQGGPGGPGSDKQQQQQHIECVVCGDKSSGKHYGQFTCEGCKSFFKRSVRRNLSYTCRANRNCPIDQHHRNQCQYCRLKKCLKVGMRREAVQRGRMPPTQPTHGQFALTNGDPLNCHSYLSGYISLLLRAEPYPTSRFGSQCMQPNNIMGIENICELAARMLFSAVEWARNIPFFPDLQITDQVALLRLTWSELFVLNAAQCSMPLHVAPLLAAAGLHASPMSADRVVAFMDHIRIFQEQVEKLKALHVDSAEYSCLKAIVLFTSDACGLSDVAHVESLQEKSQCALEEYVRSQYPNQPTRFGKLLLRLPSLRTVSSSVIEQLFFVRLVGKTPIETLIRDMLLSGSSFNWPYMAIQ
NCOA1 inh – inhibits human SRC1 coactivator. HEK293 GAL4-SRC1 luciferase reporter, luminescence. inhibition, % at 3.6 µM. actives 0.12% (n = 360,000). AID 588354;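 active = inhibition above the campaign mean plus 3 SD, with each screening campaign given its own cutoff, cut at about 60% in these data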;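 also: 0% = DMSO treated cells and 100% = gossypol at 36 µM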
TLR9-MyD88 inh – blocks human TLR9 binding to MyD88; actives 0.21% (n = 340,000); CHO BLA complementation TLR9-MyD88, CCF4 FRET ratio; Q9NR96+Q99836; AID 504734; inhibition, % at 4.98 µM;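 active = inhibition above the mean over all tested compounds plus 3 SD, cut at about 21% in these data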;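 also: 0% = DMSO only wells and 100% = clavulanate BLA inhibitor control wells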
C8 TRAIL sens – sensitizes caspase-8 expressing cells to TRAIL; NB7+C8 cells + TRAIL, ATPlite viability luminescence; actives 1% (n = 360,000); inhibition (viability loss, TRAIL sensitization), % at 10 µM; AID 624354;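 active = compounds causing at least 50% loss of cell viability in the single-dose screen, relative to plate controls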
TROY signal inh – TROY signaling inhibition | AID 1347056 | Q293 LMP1-TROYcd NF-kB luciferase reporter, 4 h | actives 0.98% (n = 360,000) | inhibition, % at 10 µM;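 active = compounds whose plate-normalised and pattern-corrected inhibition of the luciferase reporter signal at the single screening dose is 50% or more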
NOD2 RIPK2 PPI – NOD2-RIPK2 protein interaction inhibition. O43353. inhibition, % at 4.98 µM. actives 0.38% (n = 360,000). CHO BLA complementation NOD2-RIPK2, CCF4 ratio; in the data active = inhibition above about 21%;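 also: 0% = vehicle only and 100% = reference blocker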
Target sequence (O43353 whole entry, looked up): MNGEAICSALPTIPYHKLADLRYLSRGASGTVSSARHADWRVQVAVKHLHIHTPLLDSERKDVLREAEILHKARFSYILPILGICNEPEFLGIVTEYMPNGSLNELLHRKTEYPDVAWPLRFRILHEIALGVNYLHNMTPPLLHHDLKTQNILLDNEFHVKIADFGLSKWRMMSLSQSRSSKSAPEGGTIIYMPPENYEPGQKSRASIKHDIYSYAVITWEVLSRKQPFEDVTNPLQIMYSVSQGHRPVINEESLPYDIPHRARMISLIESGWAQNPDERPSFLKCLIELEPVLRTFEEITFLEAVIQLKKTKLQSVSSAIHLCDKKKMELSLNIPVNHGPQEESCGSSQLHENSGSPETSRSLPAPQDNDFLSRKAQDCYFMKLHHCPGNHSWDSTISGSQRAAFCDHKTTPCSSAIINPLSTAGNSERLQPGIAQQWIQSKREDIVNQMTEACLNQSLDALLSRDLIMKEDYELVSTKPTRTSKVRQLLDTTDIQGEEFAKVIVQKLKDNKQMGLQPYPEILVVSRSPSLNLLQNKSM
Vif inh – HIV Vif inhibition; inhibition, % at 7.49 µM; AID 602346; HEK293T cells, Vif self-association by quenched fluorescence, imaging, 24 h; actives 0.35% (n = 340,000); in the data active = inhibition above about 50%, passing the limit was not always enough; inconclusive = no clear call, values can overlap the other calls; inactive = below about 31%; also: some results filed as inactive read as strong as hits
SRC3 inh – human NCOA3 inhibition; HEK293 GAL4-SRC3 luciferase reporter, luminescence; actives 0.17% (n = 360,000); inhibition, % at 3.6 µM;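 active = inhibition above a per-campaign cutoff, the mean of all compounds plus 3 SD, cut at about 60% in these data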;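 also: 0% = DMSO-treated cells and 100% = gossypol-treated cells at 36 µM; higher means less SRC3-driven luciferase light from the GAL4 reporter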
NR5A2 inv ag – suppresses constitutive activity of human LRH-1; O00482; HEK293T StAR-luciferase reporter, LRH-1 transfected, 24 h; inhibition, % at 3.6 µM; actives 0.13% (n = 360,000); AID 602396;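 active = inhibition above the mean inhibition of all tested compounds plus 3 SD, cut at about 73% in these data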;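 also: 0% = DMSO wells and 100% = reporter-only cells lacking LRH-1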
* marks the source's active call; other numbers are inactive results; ? = inconclusive; nt = not tested or not shown. The list is partial (hit frequency here may not be typical).

SMILES	EBV LMP1 NFkB	SRC2 inh	NR2F2 inh	NCOA1 inh	TLR9-MyD88 inh	C8 TRAIL sens	TROY signal inh	NOD2 RIPK2 PPI	Vif inh	SRC3 inh	NR5A2 inv ag
Cc1cc(C)n(-c2cc(=O)n(C)c(=O)n2C)n1	4.8	-15.6	0.2	-1.2	-1.4	-4.1	7.9	2.4	-17.8	-20.7	11.0
CN(C(=O)c1c(Cl)nc2sccn12)C1CCCCC1	-24.3	9.3	-9.5	14.7	1.2	-6.1	-20.5	1.7	2.6	11.1	8.5
CCOC(=O)C1=C(COC(=O)c2ccco2)NC(=O)NC1CC (stereo not drawn)	3.0	-7.5	-15.1	-6.4	-22.0	1.5	8.2	-4.0	0.7	-11.5	1.5
CCc1c(C)nc2ncnn2c1NCCc1ccc(OC)c(OC)c1	7.5	-8.7	23.3	-0.5	-12.2	-2.1	15.3	-8.5	-6.3	-28.8	13.4
CCC(C)[C@H](NC(=O)N1CCCCCC1)C(=O)O (stereo partly drawn)	-15.5	26.1	-14.5	-9.1	-5.8	-12.2	12.1	-4.4	-0.8	20.5	-15.0
Cc1cc(S(=O)(=O)NCc2ccccc2)ccc1OCC(=O)NCc1cccnc1	-4.7	-3.5	2.8	-1.4	7.6	-6.1	11.4	7.4	-6.9	-1.4	7.7
Cc1nc(NCc2ccco2)c2c3c(sc2n1)CCC3	-18.8	-91.2	-77.5	-72.3	-2.0	11.5	-18.4	2.6	-4.4	-68.9	2.9
CN(C)CCCCOc1ccccc1-c1ccccc1	-20.9	-15.7	0.0	-6.1	4.1	11.8	-46.3	4.0	18.6	3.8	12.8
COc1ccc(NC(=O)c2sc3nc(N4CCOCC4)c4c(c3c2N)CC(C)(C)OC4)cc1	14.6	-40.1	-0.4	-21.7	-7.7	-3.7	-17.5	3.5	-1.1	2.3	14.2
COc1ccc(NC(=O)CN(C)C(=O)/C=C/c2ccc(S(=O)(=O)N3CCCCCC3)cc2)cc1	1.7	23.6	9.6	-9.1	-4.8	11.7	-7.5	-0.7	-7.2	-4.0	-11.3
Cc1c(NC(=O)C(C)Oc2ccccc2F)c(=O)n(-c2ccccc2)n1C (stereo not drawn)	-6.4	2.7	2.2	-0.4	-0.8	-11.8	-2.8	7.4	10.4	7.7	-7.4
N#CC1=C(N)SC(C(=O)c2ccccc2)C1c1cccs1 (stereo not drawn)	-12.6	4.6	5.4	6.4	0.7	0.4	-5.4	10.9	1.9	22.3	7.6
CCC(C)NC(=O)CO/N=C/c1ccccc1OC(F)F (stereo not drawn)	-0.2	-29.7	-5.8	8.2	-35.9	2.1	-5.0	-2.0	1.1	5.8	-3.6
COc1ccccc1OCC(=O)NNC(=O)CSC(=S)N1CCCC1	-3.4	-3.6	-6.3	-7.6	0.6	-21.8	11.7	-1.3	-2.1	17.4	12.7
CCOC(=O)c1c(NC(=O)COC(=O)c2ccc(C)s2)sc2c1CC(C)(C)NC2(C)C	-0.4	-20.4	5.0	-11.3	4.2	-5.2	-19.5	4.6	12.6	-4.2	9.2
CCN(C(=O)CN1C(=O)S/C(=C\c2cccc(Cl)c2)C1=O)C1CCS(=O)(=O)C1 (stereo not drawn)	5.8	5.2	-6.9	27.3	3.7	3.3	-15.4	2.0	11.0	20.6	-0.8
Cc1ccc(NC(=O)CCc2ccc(C)o2)cc1	-3.0	-35.0	-16.0	-20.2	0.3	-6.2	-10.7	1.8	-1.8	-19.4	-9.3
Cc1cc(C)cc(NC(=O)CSc2nnc(-c3ccccc3Br)o2)c1	-5.5	-11.2	-9.4	-4.1	2.4	-4.8	7.5	-1.1	-2.0	-12.9	-2.3
CCCNC(=O)Cn1cnc2sc(C(=O)N3CCN(CCC)CC3)c(C)c2c1=O	-0.3	-23.1	10.1	9.0	-9.1	0.2	-5.5	-2.7	-4.7	-2.2	-5.1
CC(CNCCCn1cnc2c(OCc3ccccc3)ncnc21)c1ccccc1 (stereo not drawn)	-1.4	-13.7	-5.6	14.5	3.3	17.7	-10.8	2.3	-5.1	-7.7	-1.8
CS(=O)(=O)N(CC(=O)NCCSc1ccccn1)c1ccc(F)cc1	-0.2	-4.8	11.6	8.6	5.1	-7.7	4.7	7.5	12.1	14.1	19.9
COc1ccc(Oc2cccc(Cl)c2CNC(=O)CCC(=O)O)cc1	-5.6	-6.6	-16.2	-43.7	6.7	-14.9	12.4	0.0	-12.5	4.5	-12.4
COC(=O)C1=C(C)N(c2ccc(F)cc2)C(=O)C1	0.3	-12.0	7.5	3.4	-15.7	1.2	3.1	-6.1	4.2	8.5	-3.9
COCC(=O)N(Cc1cc2ccc(C)cc2[nH]c1=O)c1ccc(C)cc1C	2.3	-10.7	-7.0	-2.6	0.8	-12.4	1.6	1.2	-1.7	-7.1	-9.1
COc1ccccc1OCC(=O)NCc1nc(-c2ccccc2)no1	-6.4	-53.0	-4.8	-10.1	0.7	-9.7	-9.7	-2.3	3.0	20.6	-1.6
COc1ccc(C(=O)c2oc3nc(C)cc(C)c3c2N)cc1	3.9	-9.7	-15.0	6.3	-6.4	-0.6	14.2	-5.3	-9.9	7.9	-13.3
CC1=CC(C)(C)Nc2ccc(OC(=O)C(Cc3ccccc3)N3C(=O)c4ccccc4C3=O)cc21 (stereo not drawn)	1.0	-9.3	-2.1	-7.3	5.7	-18.6	-3.7	-7.2	21.2	-43.0	-1.7
COc1cc(CNC(=O)CCCC/C=C/C(C)C)ccc1O	6.3	9.6	3.0	-2.9	-6.3	6.3	-6.1	0.5	-1.5	0.6	-5.8
O=C(O)COc1ccccc1/C=C1\SC(=S)N(NC(=O)c2ccccc2O)C1=O	-4.1	-12.5	4.4	-25.1	-10.8	3.5	26.1	-4.0	7.3	10.6	3.4
Cc1ccc(C)c(OCC(=O)N(Cc2ccccc2)c2c(N)n(Cc3ccccc3)c(=O)[nH]c2=O)c1	5.4	-3.4	15.8	13.4	-6.6	25.9	4.6	-10.6	-14.4	0.8	13.4
CC(=O)c1ccc(NC(=O)COc2ccccc2C(=O)Nc2ccc(C)cn2)cc1	3.4	7.4	-0.6	-8.1	2.1	-6.5	5.8	2.4	-4.8	-15.1	28.2
N#Cc1nc(COc2ccc(Br)cc2)oc1N1CCCC1	10.3	13.7	1.5	16.1	4.2	-4.9	-7.1	-7.7	-7.4	20.6	5.6
COc1ccc(C(c2nnnn2Cc2ccccc2)N2CCN(c3nc4ccccc4s3)CC2)cc1OC (stereo not drawn)	22.2	4.5	3.2	0.8	8.4	8.7	-13.9	-1.6	8.7	1.9	-0.9
CC(C)C(NC(=O)c1c(F)cccc1F)C(=O)NCc1ccc(S(=O)(=O)N2CCOCC2)cc1 (stereo not drawn)	0.6	-13.2	-8.2	8.2	3.8	16.3	-7.8	-2.0	-4.4	8.8	-9.8
COC(=O)c1ccccc1NC(=O)CSc1nc2ncccc2[nH]1	-1.8	-1.1	-3.5	2.6	-6.4	-16.1	-2.2	-4.1	16.8	11.3	-17.1
CCCCn1c(N)c(N(CC)C(=O)C2=NN(c3ccccc3)C(=O)CC2)c(=O)[nH]c1=O	2.1	8.0	-0.6	-6.5	1.0	-18.4	-1.4	-11.4	-2.7	-5.5	1.8
Cc1ccc(NS(=O)(=O)c2ccc(C(=O)N3CCN(c4ccccn4)CC3)cc2)cc1	24.5	6.4	8.9	6.1	10.8	12.3	18.9	6.1	-0.3	14.5	3.9
Nc1c(C(=O)NCCC2=CCCCC2)sc2ccc(S(=O)(=O)N3CCCCC3)cc12	7.0	18.4	7.4	3.6	-5.8	-0.8	20.6	-12.8	0.9	17.2	-3.0
O=C1NC(=Nc2ccc(F)cc2)CS1	-0.2	-5.5	10.2	1.7	-0.6	0.1	-34.4	6.2	-0.3	28.8	0.9
CCOc1ccccc1-c1ccc(C(=O)NCc2ccccc2)o1	-10.3	-6.2	2.7	-3.9	-2.2	2.7	-8.5	-6.5	-1.9	-5.0	-13.8
Cc1cc(C)c2c(-c3ccc(F)cc3)c(C#N)c(=O)n(C)c2n1	0.5	-3.8	1.9	12.9	3.3	-9.1	-33.2	-4.5	54.6*	13.0	-17.3
COc1ccccc1NC(=O)CSc1sc2c(O)cc(=O)[nH]c2c1C#N	-4.3	9.7	-6.4	7.8	9.5	-23.4	-20.2	-12.7	6.1	-4.1	12.1
CC(C)(C)NS(=O)(=O)c1ccc(NC(=O)C(Sc2ccccc2)c2ccccc2)cc1 (stereo not drawn)	5.0	4.7	13.0	11.3	2.5	6.1	34.6	-1.0	?	1.7	-5.4
COc1ccc(CCNC(=O)CCNC(=O)N2CC(=O)Nc3ccccc32)cc1	3.7	14.5	5.4	-13.3	-5.8	-10.1	-2.9	1.9	5.8	10.0	-1.2
CN(N)c1nc(N2CCCC2)nc(N2CCCC2)n1	-15.8	-15.1	0.3	9.1	13.0	-8.5	2.4	-3.4	-7.0	8.3	8.3
O=C(c1ccc(Cl)cc1)N(Cc1ccc(Br)cc1)N1C(=O)CCC1=O	9.2	25.6	11.5	-1.9	2.7	-2.0	12.3	1.8	0.7	9.0	3.8
O=C(Nc1ccc2nccnc2c1)c1ccco1	-20.4	-33.4	-35.8	-43.0	-11.8	5.5	-43.0	-7.6	-5.4	-42.5	-53.1
CCC(=O)N1CCN(c2ccccc2NC(=O)c2ccc(-c3cccc([N+](=O)[O-])c3)o2)CC1	-23.1	-6.9	-1.3	23.8	-5.7	-1.6	-14.5	-2.1	-21.3	17.7	28.6
O=C(CCN1C(=O)C2C3C=CC(C3)C2C1=O)N1CCN(c2ccc(F)cc2)CC1 (stereo not drawn)	-6.0	-5.1	-19.9	4.5	-3.8	-16.8	11.4	-4.9	23.4	4.8	-2.9
Cc1nn(-c2ccccc2)c(C)c1-c1nnc(-c2c(C)nn(-c3ccccc3)c2C)o1	3.1	-36.1	10.6	10.6	7.7	1.1	50.1*	-3.5	-7.7	10.5	-0.9
CC1(C)CC(=O)C=C(c2ccccc2-c2ccc(S(C)(=O)=O)cc2)C1=O	-1.8	8.3	-13.2	-1.7	-5.0	-3.7	-11.3	-3.8	nt	-2.9	8.6
CN(C1=NC(=O)CS1)c1ccc(O)cc1	-2.8	-15.0	9.4	-39.0	-13.9	-1.8	15.2	-10.3	-4.3	27.2	-31.8
COc1ccc(Cc2nnc(NC(=O)c3cccc([N+](=O)[O-])c3C)s2)cc1	-5.3	5.7	0.2	-5.1	0.8	-0.5	-25.4	1.6	-5.3	-2.1	10.0
O=C(NCc1cccs1)C1CCC(CNS(=O)(=O)c2cccc3nsnc23)CC1 (stereo not drawn)	2.8	-11.3	-6.6	15.2	9.4	-6.5	-0.3	0.4	-4.9	-9.0	-12.3
